From PubChem
EWS-Fli inh: blocks EWS/Fli oncoprotein-driven transcription | A673 NR0B1-luciferase reporter, viability-normalised | 350,000 tested, 0.67% active | inhibition, % at 12.6 µM;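 active = mean inhibition of at least 50% after viability correction, with every replicate also passing that limit; inconclusive = mean reaches 50% but only one of two replicates passes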;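 note: firefly luciferase signal divided by Alamar Blue viability fluorescence both relative to DMSO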
SIRT5 inh: sirtuin-5 (human) deacylase inhibition; Q9NXA8; Purified SirT5, succinyl-peptide AMC, trypsin-coupled fluorescence; inhibition, % at 15 µM; 330,000 tested, 1.1% active; AID 652115; in the data active = inhibition above about 15%; inconclusive = no clear call, values can overlap the other calls
Target sequence (Q9NXA8 whole entry, looked up): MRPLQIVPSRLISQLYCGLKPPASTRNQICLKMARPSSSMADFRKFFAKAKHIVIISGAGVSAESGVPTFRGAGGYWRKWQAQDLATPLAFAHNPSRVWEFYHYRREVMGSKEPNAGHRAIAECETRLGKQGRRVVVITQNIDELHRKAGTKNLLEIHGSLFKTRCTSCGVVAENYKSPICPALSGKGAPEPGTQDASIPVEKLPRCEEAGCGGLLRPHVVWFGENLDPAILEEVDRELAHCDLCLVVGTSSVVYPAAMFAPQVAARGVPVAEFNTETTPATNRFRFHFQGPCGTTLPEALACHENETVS
ARNT-TACC3 inh: ARNT/TACC3 interaction disruption | AID 623870 | inhibition, % at 9.99 µM | AlphaScreen His-ARNT PAS-B/GST-TACC3 binding, luminescence; TACC3 fragment carries E629A point mutation | 390,000 tested, 0.66% active | Q9Y6A5;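 active = mean inhibition of replicates at least 50% and at least half of replicates each reaching 50%; inconclusive = half or more replicates reach 50% but mean below 50%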;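 note: 0% = complete ARNT plus TACC3 wells and 100% = ARNT alone without TACC3; many hits fall short of the cut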
LGR2 antag: Drosophila LGR2 receptor signaling inhibition | 380,000 tested, 0.35% active | inhibition, % at 9.99 µM | HEK293 LGR2, CRE-luciferase, bursicon-stimulated, 4 h | AID 720647;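 active = drop in luminescence signal, shown as inhibition above about 50% in the replicate tests, limit read from the data, passing the limit was not always enough; inconclusive = probably only some replicates passing the limit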;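 note: agonist challenge used bursicon conditioned medium at about half maximal strength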
Casp6 inh: caspase-6 (human) enzyme inhibition; P55212; purified caspase-6, Z-VEID-R110 cleavage fluorescence; inhibition, % at 12.5 µM; 350,000 tested, 0.53% active; AID 686996;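 active = mean inhibition across replicates at least about 35%, with every replicate also reaching that limit, limit read from the data; inconclusive = only one of the two criteria met; inactive = neither criterion met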;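 note: 0% = median of neutral control wells and 100% = no fluorescence left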
Target sequence (P55212 24-179 limits assumed): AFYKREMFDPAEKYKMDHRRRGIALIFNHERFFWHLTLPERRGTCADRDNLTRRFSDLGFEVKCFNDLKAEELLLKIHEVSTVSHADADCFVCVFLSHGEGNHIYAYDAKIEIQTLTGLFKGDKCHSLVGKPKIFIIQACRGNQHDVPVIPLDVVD
Target sequence (P55212 194-293 limits assumed): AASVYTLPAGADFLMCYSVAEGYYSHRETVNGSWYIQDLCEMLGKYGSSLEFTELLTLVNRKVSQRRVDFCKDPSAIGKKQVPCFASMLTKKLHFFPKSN
DENV2 CPE: DENV2-induced cell death inhibition | AID 651640 | 350,000 tested, 1.7% active | DENV2-infected cells, cytopathic effect rescue, plate reader | CPE inhibition, % at 9.99 µM; in the data active = CPE inhibition above about 20%, passing the limit was not always enough; inconclusive = no clear call, values can overlap the other calls; tested in BHK-21 cells;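 note: 0% = median of neutral control wells and 100% = median of positive control wells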
PAX8 reporter: lowers PAX8-driven luciferase in RMG-I cells; 360,000 tested, 1.2% active; RMG-I TPO-luciferase reporter, SteadyGlo, 24 h; inhibition, % at 12.6 µM;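 active = mean replicate inhibition at least 60% with every replicate also reaching 60%; inconclusive = only one of the two criteria is met; inactive = mean below 60% and not all replicates reaching 60%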;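 note: luciferase light reporting Pax8 driven TPO promoter activity; plate controls were median of neutral control wells for no effect and mitoxantrone controls for full effect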
Active calls of the source: *; ? = inconclusive; nt = no result given. This is a random part of the collection. Share with any hit: about 4.9%.

SMILES,ARNT-TACC3 inh,EWS-Fli inh,LGR2 antag,DENV2 CPE,Casp6 inh,PAX8 reporter,SIRT5 inh
C/C(=N\NC(=O)CSc1nc2ccccc2o1)c1ccc(O)cc1,24.9,-17.7,-60.0,-4.1,1.0,-8.8,-0.8
COc1ccccc1S(=O)(=O)N(C)C[C@H]1OCc2ccccc2-c2c(n(C)c3ccccc23)C(=O)N([C@@H](C)CO)C[C@H]1C,4.3,5.9,-6.9,5.7,-1.4,5.7,15.0
CN(CCc1ccccc1)C(C(=O)Nc1ccc2c(c1)OCCO2)C1CC1 (stereo not given),nt,-4.4,-9.3,-2.1,-6.4,-3.1,2.7
CO[C@@H]1CN(C)C(=O)c2ccc(NS(=O)(=O)c3ccc(Oc4ccccc4)cc3)cc2OC[C@H](C)NC[C@@H]1C,-4.6,2.3,-16.0,-1.4,-3.9,nt,1.8
O=C(CC1CC1)N1CC2(C1)[C@H](c1ccccc1)[C@@H](CO)N2CC1CCOCC1,nt,1.9,-12.1,-9.2,3.3,-6.6,4.3
COc1ccc(S(=O)(=O)N2CCC(C(=O)NCc3ccncc3)CC2)cc1,2.2,9.3,-10.0,3.7,-2.3,19.4,-0.9
Cc1c(NC(=O)CSc2nnc(-c3cccnc3)n2N)c(=O)n(-c2ccccc2)n1C,-3.0,1.9,8.4,-6.5,-0.4,-7.8,-2.2
Cc1ccc(-c2ccc([C@@H]3[C@@H](CO)N4C(=O)CN(C(=O)c5ccc(F)cc5)C[C@H]34)cc2)cc1,nt,1.0,1.7,?,0.1,5.7,-2.5
CCOc1ccccc1C(=O)NCC(=O)OCc1c(C)noc1C,-0.6,3.3,-10.4,0.3,-1.2,28.5,-2.4
C=CCNC(=S)Nc1sc2c(c1C#N)CCCC2,3.3,6.9,-5.0,15.7,3.1,11.5,-5.3
CCCNC(=O)N1[C@H](CO)[C@@H]2c3ccccc3N(C(=O)c3ccc(F)cc3)C[C@@H]21,8.1,-3.4,-8.6,1.9,-2.9,-14.9,10.8
O=S(=O)(O)c1ccc(NN=Cc2ccccc2O)cc1,1.8,2.2,5.9,10.8,26.7,-11.5,nt
CC1CCCC(NC(=O)COC(=O)C2=COCCO2)C1C (stereo not given),nt,-4.8,-17.7,0.9,2.2,10.8,nt
CN1CCN(S(=O)(=O)c2ccc(NC(=S)NC(=O)C3CCCCC3)cc2)CC1,5.6,12.5,-23.5,3.2,0.5,-10.3,-3.8
Cc1ccc(CCN2CC(C(=O)NCCN(C)C)CC2=O)cc1 (stereo not given),-6.9,13.8,-3.9,4.0,-2.9,9.8,-5.8
CCc1[nH]nc(C(=O)N2CCCC(CO)(Cc3ccc(F)cc3F)C2)c1C (stereo not given),-2.1,-2.3,3.7,2.3,-3.7,3.8,-1.6
Nc1ncc(Br)cc1S(=O)(=O)NCCc1ccccc1,-15.3,-4.3,-12.2,-4.4,-0.5,-8.0,9.1
CSc1nsc(SCC(=O)NCc2ccccc2)n1,-3.1,-9.6,8.3,-1.3,0.3,-16.5,-2.3
CCC1CCCCN1C(=O)CSc1nc(C)cc(C)n1 (stereo not given),-12.2,6.2,0.2,nt,1.6,22.3,-2.4
C/C(=N\N1CCN(Cc2ccc(Cl)cc2)CC1)c1ccc([N+](=O)[O-])cc1,11.2,7.3,-6.5,-2.7,2.7,17.6,-1.5

SMILES,ARNT-TACC3 inh,EWS-Fli inh,LGR2 antag,DENV2 CPE,Casp6 inh,PAX8 reporter,SIRT5 inh
CCCc1ccc(S(=O)(=O)N2CCN(C(=O)c3cc(C)on3)CC2)cc1,nt,5.5,-11.8,?,-1.4,7.3,-1.1
Cc1ccccc1N1CCN(C(=O)c2cc(C3CC3)nn2-c2ccccc2)CC1,-4.2,17.4,18.6,-8.8,0.7,36.4,0.8
CS(=O)(=O)c1ccc2nc(NC(=O)Cc3ccccc3)sc2c1,-18.6,-10.8,nt,0.2,2.2,-18.4,7.2
O=S(=O)(Nc1nc(-c2ccccc2)cs1)c1cccc(C(F)(F)F)c1,-3.9,4.1,-12.5,-0.7,13.7,4.9,-0.6
Cn1nnnc1SCC(=O)N1CCN(C(=O)c2ccco2)CC1,0.7,-4.6,?,4.8,-1.2,11.1,-1.7
COc1ccc(NC(=O)Nc2ccc3c(c2)C(=O)N([C@H](C)CO)C[C@H](C)[C@H](CN(C)C(=O)NC2CCCCC2)OCCCC[C@H](C)O3)cc1,-4.6,-2.9,0.6,-11.9,-0.9,13.1,2.6
Cc1cccc(C)c1OCC(=O)Nc1cccc(C(=O)O)c1,-0.3,-33.6,31.6,-3.3,nt,-41.0,-0.4
O=C(c1ccccn1)N1C[C@@H]2[C@H](c3ccccc31)[C@H](CO)N2CC1CCCC1,31.6,1.1,7.6,-13.9,-1.8,-3.4,2.5
Clc1nc(-c2cccnc2)nc2scc(-c3ccccc3)c12,-0.5,-42.3,-64.7,nt,-1.1,-52.2,4.3
O=C(C[C@H]1C[C@H]2c3cc(NC(=O)Cc4ccncc4)ccc3O[C@H]2[C@H](CO)O1)NCc1ccc(-c2ccccc2)cc1,15.7,26.8,7.9,-4.4,0.0,37.9,3.1
CC(=O)c1ccc(OCCn2cnc3ccccc32)cc1,1.1,nt,1.9,nt,nt,-19.1,nt
CCOc1cccc(NC(=O)/C(C#N)=C/c2cccnc2)c1,-5.3,-3.1,-16.2,4.8,9.7,3.6,0.1
CCn1c(SCC(=O)N(C)Cc2ccc(OC)c(F)c2)nc2cc(S(N)(=O)=O)ccc21,0.0,-1.5,-13.7,2.1,2.1,14.3,0.1
CCOC(=O)C1CCN(C(=O)/C=C/c2cccs2)CC1,10.4,-63.9,nt,-3.0,1.4,-98.7,1.7
CN1CCS/C1=C/C=C1/SC(=S)N(Cc2ccccc2)C1=O,5.9,-119.8,nt,1.3,0.2,nt,-0.8
COc1nc(N)nc(NC(=O)c2cccs2)c1N=O,8.9,11.2,-12.8,-0.3,1.5,-2.8,-1.0
COC(=O)C(Cc1ccc(O)cc1)NC(=O)C(C)NC(=O)c1ccc(C(C)(C)C)cc1 (stereo not given),-16.5,-6.2,13.2,-3.4,4.1,1.0,-2.5
CC(C)CC(CO)N1CCN(C(=O)c2ccc(Cl)cc2Cl)CCC1=O (stereo not given),0.9,-0.9,-8.7,13.2,-2.5,11.2,nt
COc1ccccc1NC(=O)N[C@@H]1C=C[C@@H](CC(=O)N[C@@H](C)c2ccccc2)O[C@H]1CO,0.6,-7.0,-5.8,-3.6,-0.8,11.0,0.4
COCCNC(=O)Cn1cc(/C=C(\C#N)C(=O)NC2CCCC2)c2ccccc21,-9.1,-15.1,-11.1,2.2,1.0,-15.1,-5.8

SMILES,ARNT-TACC3 inh,EWS-Fli inh,LGR2 antag,DENV2 CPE,Casp6 inh,PAX8 reporter,SIRT5 inh
O=C(NC(=S)N1CCCCC1CO)c1cc(Br)ccc1Cl (stereo not given),-2.5,4.0,3.7,-1.4,1.3,5.7,-0.6
CCC1COCCS(=O)(=O)N1Cc1ccccc1 (stereo not given),nt,-6.7,21.3,nt,-5.1,9.7,-0.1
O=C(c1cc2ccccc2o1)N1CCN(S(=O)(=O)c2c(F)cccc2F)CC1,4.3,-2.6,2.6,4.3,-0.6,7.5,1.2
O=c1[nH]c(C2CCN(S(=O)(=O)c3ccccc3)CC2)nc2c1nnn2Cc1c(F)cccc1Cl,11.9,10.3,-6.0,-3.2,0.9,3.3,3.9
O=C(Cc1ccccc1)N1CC(=O)N2[C@H](CO)[C@@H](c3ccc(Br)cc3)[C@H]2C1,nt,-12.5,-6.0,-10.6,0.1,nt,-0.3
NNC(=O)c1[nH]c2ccc(Cl)cc2c1-c1ccccc1,-4.3,16.7,0.4,-12.4,-1.5,66.4*,-0.5
CN(C)/C=N/c1sc2c(c1C(N)=O)CCCC2,2.7,5.2,-3.6,-3.0,-13.0,-4.6,-2.4
COc1cc(C(=S)NCc2ccccc2)cc(Br)c1O,49.6*,5.7,25.2,7.5,3.1,7.9,0.7
Cc1noc(C)c1S(=O)(=O)N(C)C[C@H]1Oc2ccc(NS(C)(=O)=O)cc2CC(=O)N([C@H](C)CO)C[C@@H]1C,-7.2,-3.2,-20.7,3.3,-0.7,13.7,0.9
CCC(=O)c1ccc(N2CCN(C(=O)c3cccs3)CC2)c(F)c1,1.0,-42.6,-0.8,-7.2,1.6,-36.0,-3.2
Cc1cc(C)nc(NS(=O)(=O)c2ccc(NC(=O)C3COc4ccccc4O3)cc2)n1 (stereo not given),nt,6.3,-1.8,3.2,-2.6,27.8,-0.4
C[C@@H]1CCCCO[C@@H](CN(C)C(=O)Cc2ccccc2)[C@H](C)CN([C@@H](C)CO)C(=O)c2cc(NS(=O)(=O)c3ccc(Cl)cc3)ccc2O1,nt,4.5,14.1,3.1,-2.7,-14.5,6.4
O=C(CSc1nnc(-c2ccccc2Cl)o1)N1CCOCC1,12.7,-77.1,-45.9,-2.5,1.1,-143.8,-7.0
O=C(CN1C(=O)NC2(CCCCCCC2)C1=O)NCc1ccccc1,nt,-2.5,-0.4,-1.0,-0.4,-1.9,-1.7
OCCc1c[nH]c2ccc(OCc3ccccc3)cc12,-4.9,-11.5,-4.4,4.2,0.2,-19.1,2.2
O=C(O)c1ccccc1-c1nc2ccccc2n1-c1ccccc1,-8.8,nt,9.3,nt,nt,12.5,nt
COc1ccc2c(c1)CCC/C2=N\NC(=O)c1ccoc1C,-1.6,-22.5,nt,-11.9,0.1,43.2,nt
C[C@H]1CN([C@@H](C)CO)C(=O)c2cc(Br)cnc2O[C@@H]1CN(C)C(=O)c1ccc(F)cc1,-11.1,-15.2,0.9,0.2,2.4,-0.4,-3.7
O=C(c1ccc(NS(=O)(=O)c2ccccc2)cc1)N1CCOCC1,nt,0.4,2.0,-3.8,-0.8,-12.5,-2.2
Cc1c(C(=O)Nc2cc(S(=O)(=O)N3CCOCC3)ccc2N2CCOCC2)oc2ccccc12,-5.6,17.0,-10.1,-2.5,0.7,20.2,-9.1

Compound profiles, as listed above. Screens in order: ARNT-TACC3 inh	EWS-Fli inh	LGR2 antag	DENV2 CPE	Casp6 inh	PAX8 reporter	SIRT5 inh
`C[C@H]1CN([C@@H](C)CO)C(=O)c2cc(Br)cnc2O[C@@H]1CN(C)C(=O)c1ccc(F)cc1` reads -11.1	-15.2	0.9	0.2	2.4	-0.4	-3.7
`CCOc1ccccc1C(=O)NCC(=O)OCc1c(C)noc1C` reads -0.6	3.3	-10.4	0.3	-1.2	28.5	-2.4
`Cc1c(C(=O)Nc2cc(S(=O)(=O)N3CCOCC3)ccc2N2CCOCC2)oc2ccccc12` reads -5.6	17.0	-10.1	-2.5	0.7	20.2	-9.1

The results go on.
SMILES,ARNT-TACC3 inh,EWS-Fli inh,LGR2 antag,DENV2 CPE,Casp6 inh,PAX8 reporter,SIRT5 inh
Cc1[nH]n(-c2cccc(Cl)c2)c(=O)c1C=NCC(C)C,-1.9,-78.0,-47.3,-5.3,4.1,-157.4,1.5
CCn1ncc(Br)c1C(=O)Nc1cc(C)on1,-4.7,nt,-3.7,-0.3,1.6,-9.2,-3.4
COc1ccc(C#Cc2ccc3c(c2)[C@@H]2[C@@H](CCN2S(=O)(=O)c2ccccc2C)[C@H](CO)N3C)cc1,-1.7,-1.1,11.4,-9.0,-1.8,-17.3,3.7
C[C@H](CO)N1C[C@H](C)[C@H](CN(C)C(=O)Nc2ccc(F)cc2)Oc2ncc(C#CC3CC3)cc2C1=O,5.8,4.2,9.0,10.3,-2.0,nt,-4.2
COc1ccccc1C(=O)Nc1ccc2c(c1)C(=O)N(C)C[C@@H](OC)[C@@H](C)CN(CC1CC1)[C@@H](C)CO2,-4.0,-10.1,-5.3,?,0.0,-25.0,0.1
O=C(NCc1nnnn1-c1ccc(F)cc1)c1ccc2ccccc2c1,nt,13.1,-5.1,-6.6,5.9,3.7,0.2

A few values from the results shown:
Reading for Cc1[nH]n(-c2cccc(Cl)c2)c(=O)c1C=NCC(C)C in LGR2 antag: -47.3
Reading for COc1ccccc1C(=O)Nc1ccc2c(c1)C(=O)N(C)C[C@@H](OC)[C@@H](C)CN(CC1CC1)[C@@H](C)CO2 in PAX8 reporter: -25.0
Reading for C[C@H](CO)N1C[C@H](C)[C@H](CN(C)C(=O)Nc2ccc(F)cc2)Oc2ncc(C#CC3CC3)cc2C1=O in EWS-Fli inh: 4.2
